High-throughput results as filed in PubChem.
EPAC1 antag: qHTS for Antagonist of cAMP-regulated guanine nucleotide exchange factor 3 (EPAC1): primary screen; Rap guanine nucleotide exchange factor 3 (Homo sapiens), O95398; EPAC1 GEF assay, Rap1b-BODIPY-GDP exchange fluorescence; Potency, µM (titrated, usually from 115 µM), inactives show top-dose activity change, negative = inhibition, most hits filed as inhibitors; 360,000 compounds, 0.14% hits;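 note: potency is the fitted concentration of half-maximal effect; plate controls were vehicle for no effect and positive control for full effect; nearly all actives have a fitted effect of over 50% in size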
CCT modulator: High-Throughput Screening for Modulators of Cytosolic Chaperonin Activity; activity change, % (concentration not given with the values), hits read low; 360,000 compounds, 0.3% hits; AID 651819, 2012; purified chaperonin ATPase assay, HTRF ADP detection, 30 min; in the data active = activity change below about -30%; note: % is set by controls: 0 for no effect and ±100 for the full control effect
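TRiC at 40 or 20 nM final (batch-dependent) in 30 mM Tris pH 7.4, 100 mM KCl, 5 mM MgCl2, 1 mM DTT, with compound at single 76 uM and 10 uM ATP, 30 min at 37 deg C. ADP detected by HTRF Transcreener, 665/615 ratio.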
PLK1 PBD block: qHTS for Inhibitors of PLK1-PDB (polo-like kinase 1 - polo-box domain): Primary Screen; Potency, µM, for inactives: max response, negative = inhibition, usual class: inhibitors; Plk1 PBD binding of FITC phosphopeptide, fluorescence polarization; 360,000 compounds, 2.8% hits; Serine/threonine-protein kinase PLK1 (Homo sapiens), P53350; note: potency is the fitted concentration of half-maximal effect; series mostly up to about 57 µM; % is set by controls: 0 for no effect and ±100 for the full control effect; nearly all actives have a fitted effect of over 65% in size
WRN helicase inh: qHTS for Inhibitors of WRN Helicase; WRN helicase unwinding, fluorescent forked duplex, kinetic; Potency, µM (titrated, usually from 114 µM), for inactives: at the top dose activity change, negative = inhibition, hits mostly inhibitors; 360,000 compounds, 0.46% hits; AID 651768, 2012; note: potency is the fitted concentration of half-maximal effect; % is set by controls: 0 for no effect and ±100 for the full control effect; nearly all actives have a fitted effect of over 55% in size
Target sequence (Q14191 whole entry, looked up): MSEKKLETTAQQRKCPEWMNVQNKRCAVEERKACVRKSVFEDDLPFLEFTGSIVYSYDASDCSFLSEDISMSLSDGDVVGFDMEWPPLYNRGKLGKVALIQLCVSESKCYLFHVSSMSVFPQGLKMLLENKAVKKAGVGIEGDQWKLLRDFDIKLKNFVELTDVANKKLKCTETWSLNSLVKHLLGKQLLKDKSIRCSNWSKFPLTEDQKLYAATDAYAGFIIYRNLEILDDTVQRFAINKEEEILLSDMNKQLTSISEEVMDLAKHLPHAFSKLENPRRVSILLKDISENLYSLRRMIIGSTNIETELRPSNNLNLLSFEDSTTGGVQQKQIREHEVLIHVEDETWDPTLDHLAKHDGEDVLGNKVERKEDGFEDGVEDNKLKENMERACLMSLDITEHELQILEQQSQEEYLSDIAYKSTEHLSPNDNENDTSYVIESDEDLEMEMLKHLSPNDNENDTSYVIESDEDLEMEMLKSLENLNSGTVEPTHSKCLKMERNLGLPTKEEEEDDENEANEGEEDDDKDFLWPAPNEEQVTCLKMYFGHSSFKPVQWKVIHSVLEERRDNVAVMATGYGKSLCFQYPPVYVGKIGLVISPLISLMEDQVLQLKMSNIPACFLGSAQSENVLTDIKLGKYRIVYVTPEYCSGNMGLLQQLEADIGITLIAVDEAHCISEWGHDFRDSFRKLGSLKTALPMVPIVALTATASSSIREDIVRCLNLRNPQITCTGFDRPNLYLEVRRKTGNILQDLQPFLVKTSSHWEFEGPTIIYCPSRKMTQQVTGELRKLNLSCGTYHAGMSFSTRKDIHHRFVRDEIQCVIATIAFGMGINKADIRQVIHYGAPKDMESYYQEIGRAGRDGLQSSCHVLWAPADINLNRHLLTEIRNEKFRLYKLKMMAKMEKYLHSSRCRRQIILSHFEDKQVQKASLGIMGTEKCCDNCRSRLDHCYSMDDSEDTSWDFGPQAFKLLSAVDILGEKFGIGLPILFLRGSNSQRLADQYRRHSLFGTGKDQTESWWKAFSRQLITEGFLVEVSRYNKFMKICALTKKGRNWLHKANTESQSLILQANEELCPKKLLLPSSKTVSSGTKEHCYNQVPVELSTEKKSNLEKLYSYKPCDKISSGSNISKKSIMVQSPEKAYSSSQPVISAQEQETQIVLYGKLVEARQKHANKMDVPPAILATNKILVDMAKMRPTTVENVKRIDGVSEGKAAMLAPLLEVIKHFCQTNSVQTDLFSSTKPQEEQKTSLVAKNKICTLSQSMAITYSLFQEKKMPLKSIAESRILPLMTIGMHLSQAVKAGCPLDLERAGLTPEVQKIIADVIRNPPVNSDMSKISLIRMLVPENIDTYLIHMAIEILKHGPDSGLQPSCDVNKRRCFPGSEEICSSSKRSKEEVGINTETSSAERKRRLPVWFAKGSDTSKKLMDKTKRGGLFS
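Kinetic fluorescence helicase assay: unwinding of a quenched forked DNA duplex (100 nM final) with 2 mM ATP final raises red fluorescence (525/598 nm). Compounds sat 15 min at room temperature with 20 nM WRN beforehand.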
EPAC2 agonist: qHTS for Agonist of cAMP-regulated guanine nucleotide exchange factor 4 (EPAC2): primary screen | Rap guanine nucleotide exchange factor 4 (Homo sapiens), Q8WZA2 | EPAC2 activation, biochemical qHTS; response scale: 100% = 6.5 mM cAMP response | Potency, µM (titrated, usually from 154 µM), for the others: at the top dose activation, usual class: activators | 360,000 compounds, 0.079% hits | AID 720711, 2013; note: potency is the fitted concentration of half-maximal effect; nearly all actives have a fitted effect of over 50% in size
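Each well held 100 nM EPAC2, 250 nM RAP1B-BODIPY-GDP and 50 uM GDP. Fluorescence, read at 5-min intervals to 30 min, was referenced to a 6.5 mM cAMP positive control.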
IL-2 act: qHTS of IL-2 Activators; IL-2 activation reporter assay, cell-based qHTS; stimulated with anti-CD3/CD4/CD28 beads; in transgenic mouse T cells; activation, % (series mostly up to about 46 µM); 360,000 compounds, 0.065% hits; in the data active = activation above about 50%; inconclusive = mostly about 30% to 49%; note: 0% is about no effect
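Unstimulated transgenic mouse T cells preincubated 60 min with compound, then stimulated with anti-CD3/anti-CD4-coated beads plus anti-CD28 for 18 h at 37 degrees C. IL-2 response read as EGFP and DsRed fluorescence by plate cytometry.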
EPAC1 ag: qHTS for Agonist of cAMP-regulated guanine nucleotide exchange factor 3 (EPAC1): primary screen; EPAC1 agonist qHTS, biochemical assay; response scale: 100% = response to 6.5 mM cAMP; Potency, µM (top dose mostly 154 µM), for inactives: at the highest dose activation, hits mostly activators; 360,000 compounds, 0.073% hits; note: potency is the fitted concentration of half-maximal effect; nearly all actives have a fitted effect of over 60% in size
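Nucleotide exchange by EPAC1 (100 nM) on Rap1B–BODIPY-GDP (250 nM) in the presence of 50 uM GDP is tracked fluorescently at 480/540 nm over 30 min. Signals are normalized to a 6.5 mM cAMP control.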
PI5P4K alpha inh: qHTS for Inhibitors of phosphatidylinositol 5-phosphate 4-kinase (PI5P4K). Phosphatidylinositol 5-phosphate 4-kinase type-2 alpha (Homo sapiens), P48426. PI5P4Kalpha enzyme, ADP-Glo luminescence, 60 min; active compounds read low. max response, %. 330,000 compounds, 1.2% hits. AID 652105, 2013; active = max response of -50% or lower; inconclusive = between -30% and -50%; inactive = -30% or higher; note: value at the top dose of about 77 µM; % is set by controls: 0 for no effect and ±100 for the full control effect
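ADP-Glo luminescence end-point after a 60 min room-temperature kinase reaction. PI5P4Kalpha and substrate in HEPES pH 7.4 buffer with EGTA, 0.1% CHAPS and 5% DMSO; ATP at 5 microM final.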
Numbers without * were called inactive; ? = inconclusive; . = no result given; [ ] = remark or other dose. Unless noted, calls come from the whole dose curve; as a rule, active = well fitted curve in the direction sought with a large enough effect; inconclusive = small, poorly fitted or top-dose-only effect, or another doubt; inactive = no such curve, though single readings can be large; an effect the other way counts as inactive or inconclusive. An excerpt; rates above refer to the full screens.

SMILES	EPAC1 antag	CCT modulator	PLK1 PBD block	WRN helicase inh	EPAC2 agonist	IL-2 act	EPAC1 ag	PI5P4K alpha inh
COc1ccc(NC(=O)c2c(C)nn(Cc3ccccc3)c2C)cc1S(=O)(=O)N(C)C	-15%	-2.0	-8%	-8%	2%	2.9	9%	-1
CCNC(=O)/C(=C/c1ccco1)NC(=O)/C=C/c1ccccc1	3%	0.6	-11%	-12%	5%	-2.5	5%	1
CCOC(=O)C1=CN(Cc2cccc(F)c2)S(=O)(=O)NC1CCc1ccccc1 (stereo not given)	-3%	-1.1	-13%	-14%	10%	-0.3	-7%	8
Oc1c(Br)cc(Cl)cc1C=Nc1ccccc1Br	-11%	0.8	?	-17%	3%	0.5	4%	?
Cc1ccc(-n2c(SCc3ccc([N+](=O)[O-])cc3)nc3ccccc3c2=O)cc1	18%	0.4	-9%	4%	4%	-3.9	4%	.
COc1cccc(NC(=O)CCN2CCC(C(N)=O)CC2)c1	8%	1.0	-3%	2%	2%	0.8	-4%	-2
CCOC(=O)C(NC(=O)CCC(=O)Nc1ccc(S(N)(=O)=O)cc1)C(O)c1ccccc1 (stereo not given)	1%	-1.6	1%	1%	6%	-3.2	-9%	.
CCC1CCC/C1=N\NC(=O)c1ccccc1C (stereo not given)	10%	0.0	2%	-23%	3%	-0.8	0%	2
O=c1cc(-c2ccccc2)n(S(=O)(=O)c2ccc3ccccc3c2)o1	-26%	-1.0	?	-11%	12%	-2.2	3%	-16
COc1cc(N2C(=O)C=CC2=O)ccc1N1C(=O)C=CC1=O	-26%	-1.6	2.4µM*	20µM*	9%	-7.1	-7%	-68*
COc1ccccc1P(=O)(Cc1ccccc1[N+](=O)[O-])c1ccccc1 (stereo not given)	19%	-0.5	-12%	-6%	-1%	1.2	12%	0
CC(C)(C)c1ccc(OCC(O)CN2CCOCC2)cc1 (stereo not given)	-5%	2.5	4%	-4%	-2%	0.4	-5%	5
COc1ccc(C2c3c(ccc4ccccc34)Oc3ncn4nc(-c5ccco5)nc4c32)cc1OC (stereo not given)	3%	-3.4	4%	-2%	0%	-0.2	-2%	-8
CCCCOc1ccc(C(CC(=O)NC)C(=O)O)cc1 (stereo not given)	4%	-1.1	-1%	13%	-3%	-2.2	-1%	-3
Cc1ccc(C(=O)OCC(=O)Nc2ccc(Cl)cn2)cc1S(=O)(=O)N1CCOCC1	4%	0.7	-1%	10%	-3%	-3.3	1%	-16
O=C(NCc1ccc(Cl)nc1)c1csc([C@@H]2O[C@H](CO)[C@H](O)[C@H](O)[C@H]2O)n1	-9%	-6.1	-5%	9%[57.1 µM]	3%	0.2	-1%	-2
CCCc1cc(=O)oc2cc(OCC(=O)Nc3ccccn3)ccc12	-10%	1.5	-4%	-13%	-8%	-2.1	-10%	1
CCOc1ccc2nc(Cl)c(C3CC(c4ccco4)=NN3S(C)(=O)=O)cc2c1 (stereo not given)	-5%	3.1	-6%	-3%	14%	-1.5	-3%	-16
COc1ccc(CNCCc2ccccc2)cc1OCC(N)=O	6%	-0.6	-2%	-3%	6%	-0.2	-2%	.
CCOC(=O)CSc1nnc(CNC(=O)c2cccs2)n1-c1cc(OC)ccc1OC	2%	-0.4	2%	6%	1%	-2.5	5%	.

Limited to PI5P4K alpha inh, EPAC1 antag and IL-2 act (3 entries from above):
| molecule | PI5P4K alpha inh | EPAC1 antag | IL-2 act |
| --- | --- | --- | --- |
| CCOC(=O)C(NC(=O)CCC(=O)Nc1ccc(S(N)(=O)=O)cc1)C(O)c1ccccc1 (stereo not given) | . | 1% | -3.2 |
| CCOC(=O)C1=CN(Cc2cccc(F)c2)S(=O)(=O)NC1CCc1ccccc1 (stereo not given) | 8 | -3% | -0.3 |
| COc1cc(N2C(=O)C=CC2=O)ccc1N1C(=O)C=CC1=O | -68* | -26% | -7.1 |

(further entries)
SMILES	EPAC1 antag	CCT modulator	PLK1 PBD block	WRN helicase inh	EPAC2 agonist	IL-2 act	EPAC1 ag	PI5P4K alpha inh
CC(C(=O)N1CCCCC1)N1CCN(S(=O)(=O)c2ccc(Cl)cc2)CC1 (stereo not given)	19%	2.7	-4%	5%	3%	-0.4	-4%	-10
CCc1nc2ccc(C(=O)NCC3CCCCC3)cn2c1N(C)C(=O)c1cccc(OC)c1	-13%	-20	0%	-4%	-2%	-0.3	-23%	-21
Cc1csc(NC(=O)CSc2nnc(-c3ccccn3)n2-c2ccc(C)c(C)c2)n1	-8%	-0.9	-9%	-12%	3%	0.8	2%	10
O=C(c1ccc2ccccc2c1)N1CCN(c2ccccn2)CC1	-10%	1.9	-8%	-23%	13%	0.3	5%	-2
CCOC(=O)C1=C(c2ccccc2)NC(=O)NC1c1ccc(O)c(OCC)c1 (stereo not given)	1%	0.3	-14%	6%	1%	-0.2	-5%	-2
C=CCOc1ccc(Cl)cc1C(=O)O	9%	-0.8	-17%	2%	-6%	0.7	4%	2
O=C(COc1ccc(Cl)cc1)NCCSCc1cccc(Cl)c1	-16%	-0.2	-2%	-8%	10%	0.0	14%	20
Cc1ccc(S(=O)(=O)NC2(C(F)(F)F)C(=O)Nc3c2c(=O)n(C)c(=O)n3C)cc1 (stereo not given)	1%	-3.0	-7%	-1%	10%	-0.8	5%	.
CCOC(=O)c1ccccc1C(=O)N1CCOCCOCCOCC1	24%	-1.1	-7%	-2%	11%	1.3	13%	-3
CC(=O)Nc1ccc(S(=O)(=O)N2CCn3cccc3C2C)cc1 (stereo not given)	4%	2.1	-3%	-3%	3%	0.5	5%	10
O=C(NC1CCCCC1)C1c2ccccc2OCC(=O)N1Cc1ccc2c(c1)OCO2 (stereo not given)	4%	-0.3	1%	-3%	3%	2.0	1%	-2
Cc1ccc(NC(=O)CN(C)S(=O)(=O)c2ccc(Cl)s2)c(O)c1	-19%	3.3	-11%	-2%	-1%	1.3	-7%	-3
CC(C)N(CCNC(=O)C1CCN(S(=O)(=O)N2CCOCC2)CC1)Cc1ccccc1	12%	-2.8	-4%	12%	2%	0.1	-3%	-4
O=S(=O)(c1ccc2c(c1)OCCO2)N1CCC(c2nc3ccccc3[nH]2)CC1	12%	-7.2	-2%	8%	2%	0.3	-3%	.
COc1ccc([C@H]2C[C@H](O)[C@@H](n3cc(-c4ccc(F)cc4)nn3)CN2C(=O)c2cccs2)cc1	-3%	-0.2	3%	-4%	9%	1.3	-5%	0
CCOC(=O)N1CCN(c2cccc(C)c2C)CC1	15%	1.2	3%	-32%[57.1 µM]	1%	-0.6	13%	6
Cc1c(C2N3CC4(C)CN2CC(C)(C3)C4=O)c2ccccc2n1C (stereo not given)	-1%	0.0	1%	-2%	3%	0.2	3%	2
C[C@H]1CN([C@@H](C)CO)C(=O)c2cccc(NC(=O)Nc3ccc(F)cc3)c2O[C@@H]1CN(C)Cc1ccc(C(=O)O)cc1	19%	-1.9	-15%	6%	0%	0.4	-3%	3
Cc1ccc(COc2ccc(/C=N/NC(=O)c3nnn(-c4nonc4N)c3COc3ccc(F)cc3)cc2)cc1	-3%	-1.2	-22%	6%	-8%	-1.4	2%	-10
Nc1ccc(C(=O)c2cccs2)cc1	-1%	1.5	3%	-26%[57.1 µM]	-2%	0.0	-3%	2

Retrieved one by one from above:
SMILES	EPAC1 antag	CCT modulator	PLK1 PBD block	WRN helicase inh	EPAC2 agonist	IL-2 act	EPAC1 ag	PI5P4K alpha inh
O=C(NC1CCCCC1)C1c2ccccc2OCC(=O)N1Cc1ccc2c(c1)OCO2 (stereo not given)	4%	-0.3	1%	-3%	3%	2.0	1%	-2
CCOC(=O)c1ccccc1C(=O)N1CCOCCOCCOCC1	24%	-1.1	-7%	-2%	11%	1.3	13%	-3

Later entries.
SMILES	EPAC1 antag	CCT modulator	PLK1 PBD block	WRN helicase inh	EPAC2 agonist	IL-2 act	EPAC1 ag	PI5P4K alpha inh
CCOC1=C2[C@@H](CN(S(=O)(=O)c3ccc(C)cc3)[C@H]2c2cccc3ccccc23)[C@H]2C(=O)N(C3CCCCC3)C(=O)[C@H]2C1	-13%	-1.3	0%	0%	0%	-0.6	-4%	3
CCOC(=O)/C=C1/SCC(=O)N1CC(=O)c1ccc[nH]1	9%	-0.1	-2%	1%	-3%	1.1	-7%	?
Cc1c(N(C)C(=O)c2ccc3c(c2)OCO3)c(=O)n(-c2ccccc2)n1C	3%	-1.1	-9%	8%	6%	-1.3	-2%	.
Cc1ccc(C)c(S(=O)(=O)Nc2ccc(S(=O)(=O)Nc3onc(C)c3C)cc2)c1	2%	-3.1	0%	5%	1%	0.0	1%	-4
COc1cc(OC)cc(-c2c(C#Cc3ccsc3)c3cc(-c4ccc(OC)c(OC)c4)ccc3n2C)c1	3%	0.2	8%	-1%	6%	-2.0	-3%	-1
Cc1cccc2nc3ccccc3cc12	-17%	-0.7	4%	7%	-6%	-0.4	2%	8
Cc1cc(/C=C2/C(=N)N3C(=NC2=O)SN=C3S(C)(=O)=O)c(C)n1-c1ccccc1F	-2%	1.7	?	-12%[57.1 µM]	-3%	-2.7	-5%	-62*
N#CC1=C(SCc2ccccc2)NC(=O)CC1c1ccco1 (stereo not given)	-2%	-1.5	-23%	-19%	12%	-2.5	3%	.
S=P(N1CC1)(N1CC1)N1CC1	6%	1.6	?	5%	0%	-0.6	-12%	?
CC1(C)CC(=O)N(CC(=O)O)c2ccccc2S1(=O)=O	6%	-2.3	-10%	12%	6%	-3.2	19%	-3
Cc1ccsc1C1C(C#N)=C(N)OC2=C1C(=O)CC(C)C2 (stereo not given)	-15%	0.4	?	-16%	-2%	-1.4	-9%	-20
CC(C)c1cc(C(=O)N2CCCC(N3CCN(c4ccc(F)cc4)CC3)C2)n(C)n1 (stereo not given)	10%	-1.3	-8%	-8%	4%	-2.9	0%	3
Cn1cnc2c1c(=O)n(Cc1cccc(Cl)c1)c(=O)n2C	0%	-3.1	5%	12%	2%	-2.4	-9%	-4
CN1CCN(c2ccccc2NC(=O)c2sc3ccccc3c2Cl)CC1	6%	-2.0	-6%	4%	2%	-3.3	7%	41
CC(OC(=O)CCN=C1NS(=O)(=O)c2ccccc21)C(=O)c1ccccc1 (stereo not given)	14%	-3.8	-8%	4%	8%	0.1	11%	-5
